High-throughput results (PubChem BioAssay)
PostGolgi yeast: phenotypic screen on post-Golgi transport, primary screen | post-Golgi transport phenotypic cell assay | inhibition, % at 10 µM | 0.9% of 98,000 active;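 note: yeast cells grown in 1536-well plates; yeast grown about 18 h at 30C before absorbance read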
S1P2 blocker: human S1P2 receptor antagonists, primary screen, cell-based; Sphingosine 1-phosphate receptor 2 (Homo sapiens), O95136; cell-based S1P2 antagonist assay, inhibition at 5 uM; 0.21% of 97,000 active; inhibition, % at 5 µM; AID 736, 2007; in the data active = inhibition above about 45%;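 note: CRE beta-lactamase reporter cells expressing human S1P2 stimulated with S1P; 0% = agonist at EC80 alone and 100% = agonist plus reference antagonist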
Target sequence (O95136 whole entry, looked up): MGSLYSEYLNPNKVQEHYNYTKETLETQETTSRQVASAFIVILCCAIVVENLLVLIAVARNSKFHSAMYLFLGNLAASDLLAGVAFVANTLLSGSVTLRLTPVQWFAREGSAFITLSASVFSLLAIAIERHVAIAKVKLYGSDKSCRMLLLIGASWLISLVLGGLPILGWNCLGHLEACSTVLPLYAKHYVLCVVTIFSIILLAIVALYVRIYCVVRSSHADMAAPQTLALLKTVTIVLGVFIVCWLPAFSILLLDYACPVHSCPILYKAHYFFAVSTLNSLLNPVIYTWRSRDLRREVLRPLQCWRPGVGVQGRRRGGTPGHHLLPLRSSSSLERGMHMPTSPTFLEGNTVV
PostGolgi ctrl: growth inhibition of yeast control strain, primary screen, counter-screen for post-Golgi transport modulator project. efflux-deficient yeast background strain, growth absorbance A615, 16 h. inhibition, % at 10 µM. 5% of 98,000 active. AID 738, 2007
sEH inh: soluble epoxide hydrolase inhibitors, primary screen, biochemical, human sEH | recombinant human sEH enzymatic activity assay | inhibition, % at 2 µM | 0.34% of 91,000 active | AID 707, 2007; in the data active = inhibition above about 80%; note: values of inactives mirror those of a sister screen read the other way; many of its hits are not listed in these tables
CYP2C19 act: human CYP2C19 activators, primary screen, biochemical, luminescence. recombinant CYP2C19, luciferin-H EGE luminescence; stronger effect = higher value; 0 = fully inhibited enzyme, 1 = untreated enzyme. Cytochrome P450 2C19 (Homo sapiens), P33261. activation factor at 5 µM. 96,000 tested, under 10 active;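 active = activation factor of at least 2 at 5 µM in the primary screen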;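 note: 0 = wells with 2.5 mM tranylcypromine and 1 = vehicle-only wells; values of inactives mirror those of a sister screen read the other way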
sEH act: soluble epoxide hydrolase activators, primary screen, biochemical, human sEH; activation, % at 2 µM; Bifunctional epoxide hydrolase 2 (Homo sapiens), P34913; purified human sEH enzymatic activity, activator screen; 0.04% of 91,000 active; in the data active = activation above about 37%; note: values of inactives mirror those of a sister screen read the other way
DAT uptake mod: changed hDAT dopamine uptake under cocaine IC80, either direction, primary screen, cocaine antagonist project, cell-based, LLC-PK1 hDAT, [14C]-dopamine uptake, MLSMR; Sodium-dependent dopamine transporter (Homo sapiens), Q01959; LLC-PK1 hDAT cells, [14C]-dopamine uptake with cocaine IC80; actives deviate in either direction; 1.3% of 110,000 active; AID 449768, 2010; B-score at 10 µM;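 active = Z score or B-score, a plate-position-corrected score, falls beyond the plate's 99.7% confidence bounds, in either direction; inactive = both scores lie inside the 99.7% bounds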;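 note: scored against the spread of the other compound wells on the same plate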
Target sequence (Q01959 whole entry, looked up): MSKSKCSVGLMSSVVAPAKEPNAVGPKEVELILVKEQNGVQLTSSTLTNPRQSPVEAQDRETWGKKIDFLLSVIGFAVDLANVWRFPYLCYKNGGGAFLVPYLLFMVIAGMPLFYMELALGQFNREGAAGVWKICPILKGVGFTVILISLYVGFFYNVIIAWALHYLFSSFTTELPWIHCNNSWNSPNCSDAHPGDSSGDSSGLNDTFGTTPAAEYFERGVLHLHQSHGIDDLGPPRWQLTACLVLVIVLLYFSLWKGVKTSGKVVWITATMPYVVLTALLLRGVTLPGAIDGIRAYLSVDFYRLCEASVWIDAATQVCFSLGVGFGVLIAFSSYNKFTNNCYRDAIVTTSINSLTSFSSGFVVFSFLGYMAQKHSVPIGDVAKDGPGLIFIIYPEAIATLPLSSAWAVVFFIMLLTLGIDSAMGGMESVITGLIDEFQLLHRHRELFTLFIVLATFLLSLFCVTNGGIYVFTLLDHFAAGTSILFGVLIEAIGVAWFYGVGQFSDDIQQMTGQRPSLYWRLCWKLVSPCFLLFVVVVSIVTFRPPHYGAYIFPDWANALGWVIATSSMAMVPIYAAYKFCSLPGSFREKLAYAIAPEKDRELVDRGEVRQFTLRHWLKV
S1P2 agonist: S1P2 receptor agonists, primary screen, cell-based. activation, % at 4.5 µM. 0.46% of 97,000 active. S1P2-expressing cell line, agonist reporter read-out; in the data active = activation above about 16%;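 note: 0% = vehicle low control and 100% = maximal reference agonist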
CYP2C19 inhib: blockers of cytochrome P450 2C19 activity – biochemical, luminescence, ADME assay, primary screen. CYP2C19 Supersomes, luciferin-H EGE luminescence, 30 min. P33261. inhibition, % at 5 µM. 21% of 96,000 active;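 active = CYP2C19 inhibition above a set limit at 5 µM in the primary screen, cut at about 50% in these data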;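 note: plate controls were negative control wells for no effect and 2.5 mM tranylcypromine positive control for full effect; values of inactives mirror those of a sister screen read the other way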
* marks the source's active call; other numbers are inactive results; . = no result given. Cut-off read from the data, not from the text of the source, unless noted: active = inhibition above about 30%; inactive = the rest.

SMILES | PostGolgi yeast | S1P2 blocker | PostGolgi ctrl | sEH inh | CYP2C19 act | sEH act | DAT uptake mod | S1P2 agonist | CYP2C19 inhib
Cc1cc(C(=O)OCC(=O)N(C)C2CCS(=O)(=O)C2)c(C)n1-c1ccccc1 (centres undefined) | 5 | 0 | 2 | 8 | 0.8 | -5 | 1.4 | -10 | 22
COc1cc(CN2CCN(c3cc(C)ccc3C)CC2)cc([N+](=O)[O-])c1O | . | 5 | . | 14 | . | -13 | 0.11 | -3 | .
COc1ccc(NC(=O)CSc2nc(NS(=O)(=O)c3ccc(C)cc3)cc(=O)[nH]2)cc1 | 4 | 12 | 21 | -2 | 0.1 | 0 | -1.7 | -1 | 85*
COc1ccccc1Oc1ccc(S(=O)(=O)N2CCOCC2)cc1S(=O)(=O)N1CCOCC1 | 1 | -1 | 3 | 1 | . | 0 | -1.5 | 1 | .
O=C(N/N=C/c1ccc(O)c(O)c1O)/C(=C/c1ccc([N+](=O)[O-])cc1)NC(=O)c1ccccc1 | -13 | 11 | -8 | 4 | 0.8 | -2 | 0.44 | -2 | 15
O=C1C=C(N2CCN(C(=O)c3ccccc3)CC2)C2(CCCCC2)O1 | 0 | 6 | 3 | 17 | 1 | -17 | -0.41 | -4 | 0
N#Cc1c(-n2cccc2)cccc1-n1cccc1 | 9 | 2 | 15 | 1 | 0.4 | 0 | 0.56 | -9 | 62*
c1ccc(Cc2nnc3sc(-c4ccco4)nn23)cc1 | 7 | -24 | 15 | 3 | 0.1 | -4 | 1.1 | -2 | 91*
COCCNC(=O)c1cc2c(=O)n(C)c3ccccc3c2n1C | -8 | 7 | -1 | . | 1.1 | . | 1.3 | -4 | -11
N#Cc1nc(-c2ccc(F)cc2)oc1NCCN1CCOCC1 | -13 | -11 | -15 | -14 | 0.9 | 14 | 0.022 | 0 | 9
CC(C(=O)c1ccc(-c2ccccc2)cc1)[n+]1ccccc1 (centres undefined) | -13 | 7 | 13 | 10 | 1.1 | -9 | 0.026 | -7 | -10
Cc1cccc(C(=O)Nc2oc(-c3ccccc3)cc2C#N)c1 | 19 | -30 | 5 | -2 | 1 | 3 | 0.28 | -3 | -2
Cc1occc1C(=O)NC1CCCc2ccccc21 (centres undefined) | -2 | 6 | 2 | -9 | 0.3 | 5 | 0.098 | -1 | 71*
CCc1ccc(NC(=O)c2sccc2-n2cccc2)cc1 | -2 | -13 | 25 | -6 | 0.9 | 4 | 0.39 | -4 | 12
CC1(C)Cc2c(sc3nc(SCC(=O)O)[nH]c(=O)c23)CO1 | 2 | . | 1 | . | 0.9 | . | 0.83 | . | 8
O=C(NNC(=S)NC(=O)c1ccccc1[N+](=O)[O-])c1ccccc1 | . | -9 | . | 14 | . | -11 | -0.2 | -10 | .
CC(C)(C)c1ccc(O)c(/C=N\O)c1 | 1 | -47 | 0 | 2 | 0.7 | 0 | -0.11 | -1 | 30
COc1cccc(N2CCN(C(=O)CN(C)S(=O)(=O)c3ccc4c(c3)CCC(=O)N4)CC2)c1 | -2 | 6 | -1 | -20 | 0.9 | 19 | 0.36 | -5 | 13
O=C(CSc1nnc(-c2ccc(O)cc2)o1)N1CCOCC1 | 0 | . | -1 | . | 1 | . | -1.3 | . | -5
Cc1cc(C)c(C(N)=O)c(Nc2cccc(Cl)c2C)n1 | -1 | -6 | 3 | -2 | 0.6 | 5 | -0.034 | -5 | 39
O=C(N/N=C/c1cc2c(cc1[N+](=O)[O-])OCO2)c1ccccn1 | . | 7 | . | 10 | . | -8 | -1.3 | -3 | .
COc1ccc(S(=O)(=O)N(C)Cc2cccs2)cc1Br | 13 | 12 | 19 | -4 | 0 | 3 | -1.3 | -5 | 96*
O=[N+]([O-])c1ccc(Sc2n[nH]c(-c3ccc(Cl)cc3Cl)n2)nc1 | -3 | 13 | 16 | -2 | 0.9 | 0 | -0.26 | -7 | 14
CCOc1cc(CNCCc2ccc(S(N)(=O)=O)cc2)ccc1OCc1ccc(Cl)cc1 | 13 | 61* | 12 | 2 | 0.5 | -1 | 0.17 | -5 | 54*

The last two records of the part before come first, to join the parts.
SMILES | PostGolgi yeast | S1P2 blocker | PostGolgi ctrl | sEH inh | CYP2C19 act | sEH act | DAT uptake mod | S1P2 agonist | CYP2C19 inhib
O=[N+]([O-])c1ccc(Sc2n[nH]c(-c3ccc(Cl)cc3Cl)n2)nc1 | -3 | 13 | 16 | -2 | 0.9 | 0 | -0.26 | -7 | 14
CCOc1cc(CNCCc2ccc(S(N)(=O)=O)cc2)ccc1OCc1ccc(Cl)cc1 | 13 | 61* | 12 | 2 | 0.5 | -1 | 0.17 | -5 | 54*
Cc1ccc(-n2c(C)cc(C(=O)CSc3nnnn3C)c2C)cc1 | -8 | 6 | 11 | -19 | 0.5 | 20 | 0.99 | 2 | 53*
CS(=O)(=O)N1CCc2cc(C(=O)N3CCCCC3)ccc21 | 7 | -11 | 1 | 12 | . | -9 | -0.87 | -8 | .
O=C(O)CC(NS(=O)(=O)c1cccc2nsnc12)c1ccc(F)cc1 (centres undefined) | 1 | 7 | -8 | 1 | 1.2 | 0 | -0.18 | -5 | -17
S=C(Nc1ccc(Cl)cc1)N1CCOCC1 | . | 14 | . | -13 | . | 10 | 0.068 | -4 | .
CCCCSc1nc(C)[nH]c1[N+](=O)[O-] | -6 | 0 | 2 | -6 | 0.9 | 3 | -0.29 | -2 | 14
COc1ccc(N2C(=O)CSC2c2ccncc2)cc1 (centres undefined) | -4 | . | -13 | . | 0.6 | . | -7.4* | . | 41
O=C(NC1CCCCC1)N1CCC(n2c(=O)[nH]c3ccccc32)CC1 | -1 | . | -5 | 49 | 1 | -47 | 0.0045 | . | 0
O=c1[nH]c(CN2CCN(C/C=C/c3ccccc3)CC2)nc2ccccc12 | -7 | 5 | 7 | 5 | 0.7 | 0 | 0.83 | -4 | 27
N#Cc1cccc(-n2nnnc2-c2ccccn2)c1 | 18 | 1 | 3 | 10 | 0.9 | -9 | -0.19 | -4 | 9
O=[N+]([O-])c1cccc(-n2nnnc2CN2CCCCCC2)c1 | 10 | -16 | 7 | -10 | 0.1 | 14 | -0.5 | -1 | 94*
CCOC(=O)c1sc(=S)n(-c2ccc(F)c(F)c2)c1N | -2 | -8 | 7 | . | 0.8 | . | 0.15 | -3 | 18
CC(=O)c1ccc(OCC(O)Cn2nnc3ccccc32)cc1 (centres undefined) | 5 | 13 | 15 | . | 0.2 | . | 0.2 | -4 | 76*
O=S(=O)(NCCOc1ccccc1)c1ccc2ccccc2c1 | -13 | -132 | -4 | -4 | 1 | 6 | -0.16 | -2 | 2
O=C(NCCCN1CCOCC1)C1CCC(=O)N1CCc1ccccc1 (centres undefined) | -1 | 9 | 8 | -16 | 1.1 | 14 | -0.86 | 2 | -5
Cc1nc2ccccc2n1S(=O)(=O)N(C)C | -9 | 13 | -2 | 9 | 0.8 | -8 | -0.45 | -11 | 19
COP(C)(=O)c1c(C)nn(-c2ccccc2)c1C (centres undefined) | -2 | 16 | 23 | -1 | 0.9 | -1 | -0.2 | -3 | 12
C/C=C/c1ccc(OCCCCN2C(=O)NC(C)(C)C2=O)c(OC)c1 | -12 | -14 | 21 | -4 | 0.7 | 4 | -0.025 | -5 | 33
Cc1cc(C)n2nc(S(=O)(=O)N(CC(C)C)CC(C)C)nc2n1 | 6 | . | 11 | . | 0.7 | . | -0.55 | . | 25
CCOC(=O)C1=C(N)c2ccccc2CC1C(C)C (centres undefined) | -1 | -10 | 11 | 9 | 0 | -8 | -0.84 | 1 | 96*
O=C(NC1CCCCC1)/C(=N\O)c1ccccn1 | -1 | 7 | -2 | 6 | 1 | -8 | -0.1 | -5 | 4
CCC1(C)Cc2c(sc3nc(SC)nc(N)c23)CO1 (centres undefined) | -3 | -40 | 13 | -5 | 0.2 | 2 | 0.032 | -5 | 81*
CCOc1ccc(NC(=O)N(C2CCCCC2)C(C)c2ccncc2)cc1 (centres undefined) | 23 | 12 | 23 | 0 | 0.4 | 0 | 1.1 | -3 | 63*
Cc1cccc(C)c1-n1nnnc1SCSc1nnnn1-c1c(C)cccc1C | 1 | 11 | 14 | 10 | 0.7 | -10 | -0.33 | 0 | 33
CCOc1ccc(NS(=O)(=O)N(C)C)cc1 | -7 | -14 | 27 | 11 | 0.7 | -7 | 0.082 | 2 | 26

A different layout for 12 compounds above:
SMILES	PostGolgi yeast	S1P2 blocker	PostGolgi ctrl	sEH inh	CYP2C19 act	sEH act	DAT uptake mod	S1P2 agonist	CYP2C19 inhib
O=S(=O)(NCCOc1ccccc1)c1ccc2ccccc2c1	-13	-132	-4	-4	1	6	-0.16	-2	2
O=C(NCCCN1CCOCC1)C1CCC(=O)N1CCc1ccccc1 (centres undefined)	-1	9	8	-16	1.1	14	-0.86	2	-5
Cc1nc2ccccc2n1S(=O)(=O)N(C)C	-9	13	-2	9	0.8	-8	-0.45	-11	19
COP(C)(=O)c1c(C)nn(-c2ccccc2)c1C (centres undefined)	-2	16	23	-1	0.9	-1	-0.2	-3	12
C/C=C/c1ccc(OCCCCN2C(=O)NC(C)(C)C2=O)c(OC)c1	-12	-14	21	-4	0.7	4	-0.025	-5	33
Cc1cc(C)n2nc(S(=O)(=O)N(CC(C)C)CC(C)C)nc2n1	6	.	11	.	0.7	.	-0.55	.	25
CCOC(=O)C1=C(N)c2ccccc2CC1C(C)C (centres undefined)	-1	-10	11	9	0	-8	-0.84	1	96*
O=C(NC1CCCCC1)/C(=N\O)c1ccccn1	-1	7	-2	6	1	-8	-0.1	-5	4
CCC1(C)Cc2c(sc3nc(SC)nc(N)c23)CO1 (centres undefined)	-3	-40	13	-5	0.2	2	0.032	-5	81*
CCOc1ccc(NC(=O)N(C2CCCCC2)C(C)c2ccncc2)cc1 (centres undefined)	23	12	23	0	0.4	0	1.1	-3	63*
Cc1cccc(C)c1-n1nnnc1SCSc1nnnn1-c1c(C)cccc1C	1	11	14	10	0.7	-10	-0.33	0	33
CCOc1ccc(NS(=O)(=O)N(C)C)cc1	-7	-14	27	11	0.7	-7	0.082	2	26

Further records
SMILES | PostGolgi yeast | S1P2 blocker | PostGolgi ctrl | sEH inh | CYP2C19 act | sEH act | DAT uptake mod | S1P2 agonist | CYP2C19 inhib
Cc1cccc(N2C(=O)CC(N3CCN(c4ccccc4)CC3)C2=O)c1 (centres undefined) | -4 | -6 | 11 | 4 | 1.1 | -3 | -0.23 | -1 | -5
Cc1nn(CC(=O)NCc2cccc3ccccc23)c(=O)c2ccccc12 | -2 | -9 | 18 | 9 | 1 | -6 | -0.092 | -5 | -1
CCN(CC)C(=O)CSc1nc(C)cc(-c2cccs2)c1C#N | 8 | 2 | 4 | -11 | 0.7 | 11 | -1.2 | -1 | 34
COCC(=O)Nc1ccccc1C(=O)Nc1ccc(OC)cc1 | -3 | 14 | 7 | . | 0.7 | . | -0.77 | -6 | 27
COc1cc(C(c2c(C)[nH][nH]c2=O)c2c(C)[nH][nH]c2=O)ccc1OC(=O)c1cccc([N+](=O)[O-])c1 | -3 | -2 | 13 | 6 | 0.9 | -5 | 0.021 | -10 | 12
CCCn1nnnc1NCc1ccc(N2CCCC2)cc1 | . | -4 | . | -5 | . | 8 | 0.065 | 0 | .
O=C(Nc1cccc2ccccc12)c1nn(C23CC4CC(CC(C4)C2)C3)cc1[N+](=O)[O-] | 47* | 7 | 85* | 6 | 0.9 | -3 | 0.35 | -7 | 6
CC(C)C(=O)Nc1nnc(CSCc2ccccc2F)s1 | -1 | -7 | -10 | -2 | 0.3 | 3 | 0.43 | -6 | 70*
